Screens as filed in PubChem BioAssay.
mIDH1 inhibitor = qHTS for Inhibitors of mutant isocitrate dehydrogenase 1 (IDH1): qHTS. Isocitrate dehydrogenase [NADP] cytoplasmic (Homo sapiens), O75874. IDH1-R132H enzyme, NADPH consumption, diaphorase/resazurin fluorescence. Potency, µM (titrated, usually from 76.6 µM), without a hit: at the top dose activity change, negative = inhibition, usual class: inhibitors. 390,000 compounds, 0.093% hits; further: potency means the concentration at half of the fitted maximal effect; on the % scale 0 is the no-effect control and ±100 the full control effect; nearly all actives have a fitted effect of over 65% in size
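IDH1-R132H (0.5 ug/mL) preincubated 30 min with compound, then NADPH (0.016 mM) and alpha-KG (2 mM) added; 80 min at RT, pH 7.5. Remaining NADPH coupled via diaphorase/resazurin to fluorescence (540/590 nm); concentration-response curves normalized to no-enzyme control.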
D2 antag = HTS Assay for Allosteric Antagonists of the Human D2 Dopamine Receptor: Primary Screen for Antagonists; D(2) dopamine receptor (Homo sapiens), P14416; HEK293 TREx D2 cells, calcium flux, dopamine EC80; inhibition, % at 10 µM; 340,000 compounds, 2% hits; AID 485344, 2010; in the data active means inhibition above about 30%; further: 0% is about no effect
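Overnight-induced (tetracycline, 30 C) HEK293 T-REx cells carrying force-coupled D2 receive a no-wash calcium dye, then compound, then EC80 dopamine at 180 s; signals are read kinetically throughout.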
PI4K2A block = qHTS for small molecular inhibitors of PI4K2A; Phosphatidylinositol 4-kinase type 2-alpha (Homo sapiens), Q9BTU6; purified PI4K2A, ADP-Glo luminescence, 1 h; stronger effect = lower value; activity change, negative = inhibition, % at 76.9 µM; 420,000 compounds, 0.13% hits; AID 1346378, 2018; in the data active means activity change below about -50%; inconclusive means mostly about -30% to -49%;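 further: -100% = wells without enzyme as full effect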
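Compounds are screened against recombinant PI4K2A using PI as substrate and ATP, the latter dispensed at 300 microM. Reactions run one hour at ambient temperature before ADP-Glo detection; full inhibition defined by wells lacking enzyme.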
TrxR1 substrate = qHTS Assay for Substrates of Mammalian Selenoprotein Thioredoxin Reductase 1 (TrxR1): qHTS. Potency, µM (titrated, usually from 114 µM), inactives show top-dose activity change, negative = substrate turnover. Thioredoxin reductase 1, cytoplasmic (Rattus norvegicus), O89049. purified TrxR1 substrate turnover, NADPH consumption readout. 390,000 compounds, 0.01% hits; further: potency means the concentration at half of the fitted maximal effect; on the % scale 0 is the no-effect control and ±100 the full control effect; nearly all actives have a fitted effect of over 50% in size
Target sequence (O89049 whole entry, looked up): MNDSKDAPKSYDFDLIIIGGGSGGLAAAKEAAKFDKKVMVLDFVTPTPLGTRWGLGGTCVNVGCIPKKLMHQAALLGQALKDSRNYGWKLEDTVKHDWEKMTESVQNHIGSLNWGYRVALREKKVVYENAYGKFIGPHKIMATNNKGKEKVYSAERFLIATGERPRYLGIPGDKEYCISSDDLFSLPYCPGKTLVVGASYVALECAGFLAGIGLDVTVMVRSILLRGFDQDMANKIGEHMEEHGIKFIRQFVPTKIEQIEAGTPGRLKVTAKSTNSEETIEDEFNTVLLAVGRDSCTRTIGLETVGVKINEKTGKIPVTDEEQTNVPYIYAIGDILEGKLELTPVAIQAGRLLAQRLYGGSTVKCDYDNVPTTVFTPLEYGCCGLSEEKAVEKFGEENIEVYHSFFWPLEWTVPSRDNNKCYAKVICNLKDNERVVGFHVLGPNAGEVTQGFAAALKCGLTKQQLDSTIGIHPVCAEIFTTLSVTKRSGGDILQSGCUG
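Rat TrxR1, dispensed at 90 nM, was prereduced with 400 uM NADPH (final) for 5 min at ~22 deg C, then incubated with compound 15 min before 400 uM selenite. A first-read NADPH fluorescence drop versus no-compound background flagged substrates.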
TrxR1 inh = qHTS Assay for Inhibitors of Mammalian Selenoprotein Thioredoxin Reductase 1 (TrxR1): qHTS | Thioredoxin reductase 1, cytoplasmic (Rattus norvegicus), O89049 | recombinant rTrxR1, NADPH fluorescence consumption, selenite substrate | Potency, µM (top dose mostly 114 µM), inactives show at the top dose activity change, negative = inhibition, hits mostly inhibitors | 390,000 compounds, 1% hits | AID 588453, 2011; further: potency means the concentration at half of the fitted maximal effect; on the % scale 0 is the no-effect control and ±100 the full control effect; nearly all actives have a fitted effect of over 65% in size
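Rat TrxR1 (90 nM in the dispensed reagent) was pre-reduced with 400 uM NADPH for 5 min at room temperature, then incubated with compound for 15 min. After 400 uM selenite was added, NADPH fluorescence (Ex 340/Em 450 nm) was followed for 8 min.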
TRHR enhancer = qHTS for Small Molecule Agonists and Allosteric Enhancers of Human TRH Receptor: Primary Screen for Enhancers | Thyrotropin-releasing hormone receptor (Homo sapiens), P34981 | TRHR cells, fluo-8 calcium fluorescence, EC20 TRH enhancement | enhancement, % at 2 µM | 360,000 compounds, 0.66% hits; in the data active means enhancement above about 30%; further: 0% is about no effect
Target sequence (P34981 whole entry, looked up): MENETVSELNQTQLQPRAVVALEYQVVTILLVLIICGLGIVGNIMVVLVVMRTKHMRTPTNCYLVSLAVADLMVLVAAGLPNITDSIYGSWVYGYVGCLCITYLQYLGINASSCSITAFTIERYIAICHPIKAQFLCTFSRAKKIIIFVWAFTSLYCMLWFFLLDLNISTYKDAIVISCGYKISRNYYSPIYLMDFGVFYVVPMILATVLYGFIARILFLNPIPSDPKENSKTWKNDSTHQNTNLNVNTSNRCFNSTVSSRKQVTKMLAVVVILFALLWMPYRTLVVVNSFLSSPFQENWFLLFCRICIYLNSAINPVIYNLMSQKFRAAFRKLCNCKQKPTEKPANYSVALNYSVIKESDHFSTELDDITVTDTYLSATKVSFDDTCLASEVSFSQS
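TRHR-expressing cells loaded with fluo-8 calcium dye were read kinetically (ex 480/em 530) during compound addition, then stimulated with an EC20 of TRH (10 nM final). Enhancement of the Gq-mediated intracellular calcium response was scored.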
TRHR ag = qHTS for Small Molecule Agonists and Allosteric Enhancers of Human TRH Receptor: Primary Screen for Agonists; AID 493084, 2011; 360,000 compounds, 0.18% hits; activation, % at 2 µM; TRHR cells, calcium flux fluo-8, FDSS agonist mode; Thyrotropin-releasing hormone receptor (Homo sapiens), P34981; in the data active means activation above about 30%; further: 0% is about no effect
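Steps: seed TRHR cells overnight; add fluo-8 no-wash Ca dye, RT 30 min–1.5 h; record 10 s baseline; pin-transfer compounds; monitor fluorescence 1 cycle/s for the agonist window. Calcium increases flag candidate agonists.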
USP1-UAF1 inh = Inhibitors of USP1/UAF1: Primary Screen; Ubiquitin carboxyl-terminal hydrolase 1 (Homo sapiens), O94782; recombinant USP1/UAF1, Ub-Rhodamine cleavage fluorescence; Potency, µM (highest dose often 57.1 µM), for the others: at the highest dose activity change, negative = inhibition, hits mostly inhibitors; 390,000 compounds, 0.23% hits; AID 743255, 2014; further: potency means the concentration at half of the fitted maximal effect; on the % scale 0 is the no-effect control and ±100 the full control effect; nearly all actives have a fitted effect of over 60% in size; inactives centre near -12
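Step one: compound is pinned into 1nM USP1/UAF1 in HEPES pH 7.8 buffer with TCEP. Step two: 15 min room-temperature incubation. Step three: Ub-Rho (150nM final) starts cleavage, tracked by fluorescence over six one-minute reads.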
D2 agonist = HTS Assay for Allosteric Agonists of the Human D2 Dopamine Receptor: Primary Screen for Agonists. 340,000 compounds, 0.53% hits. HEK293 T-REx D2 cells, calcium flux agonist mode. activation, % at 2 µM. AID 485358, 2010;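 active means activation over 3 SD above normal in the single-dose calcium agonist read, cut at about 30% in these data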; further: 0% is about no effect
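Agonism scored from kinetic calcium signal (1 read/sec, 180 s) following compound pin transfer, after a 10 s baseline. Cells: HEK293 Trex line expressing inducible D2 receptor coupled to calcium, dye-loaded after overnight culture at 30 C.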
An asterisk follows results filed as active; ? = inconclusive; . = not tested or not shown; & = joins results of further samples; [ ] = remark or other dose. Unless noted, the call rests on the fitted dose curve; in most records, active means well fitted inhibition curve with a large enough effect; inconclusive means small, poorly fitted or top-dose-only effect; inactive means no such curve, though single readings can be large or run the other way.

SMILES	mIDH1 inhibitor	D2 antag	PI4K2A block	TrxR1 substrate	TrxR1 inh	TRHR enhancer	TRHR ag	USP1-UAF1 inh	D2 agonist
COc1ccc2c(c1OC)C(=O)N1C2SC(C)(C)[C@H]1C(=O)NCC(C)C (some centres undefined)	-2%	-19	6	-13%	-23%	-13	-0.2	-2%	0.7
CCCCc1nn2c(=O)cc(COC(=O)c3cccc(NC(=O)CCc4ccccc4)c3)nc2s1	-10%	.	1	1%[57.1 µM]	7%[57.1 µM]	-3	0.8	-8%	6.3
Cc1nc2cc(-c3ccccc3)nn2c(C)c1CCC(=O)N1CCN(c2ccccn2)CC1	.	36*	.	.	.	3	0.1	.	-1.8
COc1cccc(NC(=S)N(Cc2ccc(C)cc2)Cc2ccccn2)c1	7%	6	-2	15%[57.1 µM]	31%[57.1 µM]	0	0.2	-11%	1.6
Cc1cc2oc(C(=O)Nc3ccc(S(=O)(=O)Nc4ncccn4)cc3)c(C)c2cc1Cl	-1%	.	1	28%	14%	-1	-0.4	-6%	.
Cn1cnnc1SC(C(=O)Nc1cccc(C(F)(F)F)c1)c1ccccc1 (centres undefined)	1%	0	-1	-2%	10%	-6	-1.3	-1%	0.8
COc1cccc(C(=O)N(Cc2ccccc2)Cc2cc3cc4c(cc3[nH]c2=O)OCCO4)c1	-7%	-2	5	20%[57.1 µM]	-7%[57.1 µM]	-4	-0.5	-4%	0.5
CC(=O)c1cccc(NC(=O)CCS(=O)(=O)c2cc3c(cc2C)NC(=O)CO3)c1	6%&2%	-10	1&7	1%	12%&15%	19&-5	1.1&0.1	-12%&-29%	1.1&-0.8
CCNC(=O)Nc1cc(OC)c(OC)cc1C(=O)O	-6%	15	-1	1%	21%	-4	0.4	-10%	-0.3
COc1ccccc1C(=O)NCCC(=O)NC(C)CCc1ccccc1 (centres undefined)	11%	4	-3	-7%	4%	7	-0.3	-21%	-0.9
C=CCc1cccc2cc(-c3nc4ccc(C(=O)O)cc4[nH]3)c(=O)oc12	16%	.	1	10%[57.1 µM]	-10%[57.1 µM]	-5	-0.1	1%	-2.1
O=C(c1ccc2c(Cl)c3c(nc2c1)CCCC3)N1CCN(c2ccccc2)CC1	9%	.	-5	1%	?	6	0.0	-5%	0.6
CN(CCCNC(=O)CCCOc1cc(=O)n(C)c2ccccc12)Cc1ccccc1	2%	23	2	-3%	-31%	1	0.1	-20%	0.6
Cc1nc2ccccc2nc(C)c1=NOCC(=O)N(c1ccccc1)C(C)C	7%	-1	-5	-7%	-17%	2	-0.1	-19%	-0.1
COc1cc(CNC(=O)c2cnc(SC)nc2-c2ccccc2)cc(OC)c1OC	-7%	.	-3	1%	10%	4	0.1	-3%	-0.1
CCN(CC)S(=O)(=O)c1ccc(N2CCCCC2)c(NC(=O)/C=C/c2ccc(OC)c(OC)c2)c1	1%	5	-1	-2%	-5%	-1	0.8	-20%	0.5
O=C(NCCCC(=O)N1CCCCC1)c1ccc(Cl)cc1	3%	3	1	0%	-5%	-5	0.0	-14%	-0.2
COc1ccc(N2C(=O)C3C4C=CC(CC4)C3C2=O)c([N+](=O)[O-])c1 (centres undefined)	12%	-14	-4	2%	4%	39*	-0.4	-6%	0.6
CCn1c(=O)cc(SCC(=O)NCc2ccc(Cl)cc2)c2ccccc21	25%	.	-2	0%[57.1 µM]	13%[57.1 µM]	-11	-0.7	1%	1.1
CCC(c1nnnn1Cc1ccc(F)cc1)N1CCN(C2CCCCC2)CC1 (centres undefined)	0%	-12	-3	7%[57.1 µM]	0%[57.1 µM]	-1	0.3	2%	0.5
COc1nc(Nc2ccc(OC)c(Cl)c2)nc(OC)n1	1%	1	3	-5%	3%[57.1 µM]	0	-1.0	-3%	-0.4
Cc1cc(C)c(CNC(=O)c2cc(C3CC3)nc3c2cnn3C(C)C)c(=O)[nH]1	14%	0	-6	6%	0%	-1	-0.7	-11%	0.2
O=C(NC(=S)/C(=C1\CCCCCN1)[N+](=O)[O-])c1ccccc1	1%	.	-7	-21%	?	.	.	-12%	.
O=C(NC(=S)Nc1ccccc1N1CCCCC1)c1ccco1	4%	-8	1	2%	-4%	-2	0.9	-23%	1.4
O=C(Cc1c(F)cccc1Cl)Nc1cc(S(=O)(=O)N2CCOCC2)ccc1N1CCOCC1	4%	-7	0	-2%	-2%	-3	0.1	-22%	0.2
O=C(COc1ccccc1)NCC(=O)N/N=C/c1cccs1	0%	-7	0	-3%	19%	-13	-0.3	-7%	0.5
Cc1cccc(N2CCN(C(=O)CCSCc3ccccc3F)CC2)c1C	-9%	.	1	-2%[57.1 µM]	7%[57.1 µM]	2	-0.2	-12%	0.7
Nc1nc2cc3ccccc3cc2[nH]c1=O	15%	1	-5	8%	37%[2.29 µM]	2	0.5	-16%	-1.7
CCN1CCN(C(=O)c2cc(S(=O)(=O)N3CCCCC3)ccc2Cl)CC1	4%	3	-4	-6%	-30%	13	0.3	-17%	0.2
CC(C)(C)CN1CCNC(=O)C1CC(=O)N1CCOc2ccccc2C1 (centres undefined)	0%	7	-3	1%[57.1 µM]	-5%[57.1 µM]	-5	-0.9	-25%	0.7
O=C(CC1SC2=NCCN2C1=O)Nc1ccc(Cl)cc1 (centres undefined)	12%	-7	-1	-4%	-4%	1	-0.4	5%	5.4
CCCC(=O)Nc1cccc(-c2nc3ccccc3o2)c1	2%	5	-3	0%	9%	1	9.0	-18%	-0.3
O=S(=O)(Nc1ccc(O)cc1)c1cccc2cccnc12	8%	4	3	4%	20%	-6	-0.1	-22%	-0.3
O=C(Nc1ccc2c(c1)OCO2)c1cc(Cl)ccn1	9%	-7	-10	-12%	-15%	9	0.1	-11%	-0.2
Cc1ccccc1CN1C(=O)C(C)S/C1=N/N=C/c1ccco1 (centres undefined)	3%	-3	-1	-1%	?	6	0.5	-21%	0.5
O=C(Cc1c(F)cccc1Cl)Nc1ccccc1C(=O)N1CCOCC1	9%	-1	1	-9%	-13%	7	0.5	-15%	0.4
CCCCC(=O)Nc1ccc(N2CCN(C(=O)c3ccco3)CC2)cc1	-4%	1	-1	-3%	-17%	4	-0.7	0%	-1.0
COc1cccc(N2C(=O)CC(N3CCN(CCN=CC4=C(O)CC(C)(C)CC4=O)CC3)C2=O)c1 (centres undefined)	0%	-5	1	-3%	-3%	8	-0.6	-22%	-0.2
CCN1C(=O)[C@H]2[C@@H](c3ccccc3)N3C(=O)N(c4cccc(F)c4)C(=O)[C@@]3(CC(C)C)[C@H]2C1=O	1%	15	2	-3%	9%	-8	0.3	-17%	0.3
CC(c1ccon1)N(C)Cc1cn(Cc2ccccc2)nc1-c1ccc2c(c1)OCO2 (centres undefined)	11%	-5	-2	7%	31%	10	-0.3	-22%	0.6
O=C(NCCc1ccccc1)c1cccnc1	-1%	-13	2	2%	15%	14	0.9	-3%	-0.8
Cn1c(=O)oc2cc(S(=O)(=O)Nc3cccc(F)c3)ccc21	-17%	9	-4	5%[57.1 µM]	11%[57.1 µM]	0	0.4	-5%	-0.1
CCOc1cc(C(=O)Nc2cc(C)ccc2OC)ccc1OCC(=O)N1CCCCC1	3%	-5	-3	-5%	4%	4	1.2	1%	0.1
COc1cccc(S(=O)(=O)Nc2cccc(C(=O)N3CCOCC3)c2)c1	4%	36*	8	4%[57.1 µM]	-3%[57.1 µM]	1	-0.2	-4%	0.1
COc1ccc(N2C(=O)CC(n3cnc4ccccc43)C2=O)cc1 (centres undefined)	6%	-4	-2	-6%	-5%	4	-0.3	-19%	-0.8

An excerpt of these results, with each value named.
> O=C(Cc1c(F)cccc1Cl)Nc1ccccc1C(=O)N1CCOCC1
  mIDH1 inhibitor: 9%
  D2 antag: -1
  PI4K2A block: 1
  TrxR1 substrate: -9%
  TrxR1 inh: -13%
  TRHR enhancer: 7
  TRHR ag: 0.5
  USP1-UAF1 inh: -15%
  D2 agonist: 0.4

> CCCCC(=O)Nc1ccc(N2CCN(C(=O)c3ccco3)CC2)cc1
  mIDH1 inhibitor: -4%
  D2 antag: 1
  PI4K2A block: -1
  TrxR1 substrate: -3%
  TrxR1 inh: -17%
  TRHR enhancer: 4
  TRHR ag: -0.7
  USP1-UAF1 inh: 0%
  D2 agonist: -1.0

Additional results follow:
SMILES	mIDH1 inhibitor	D2 antag	PI4K2A block	TrxR1 substrate	TrxR1 inh	TRHR enhancer	TRHR ag	USP1-UAF1 inh	D2 agonist
CC(C)(C)C(=O)C[n+]1ccccc1	0%	0	-2	6%	0%	4	0.4	-21%	0.5
O=C1OCCC1Sc1nc2ccccc2[nH]1 (centres undefined)	-1%	-2	-2	9%[57.1 µM]	-2%	11	-0.2	2%	0.8
Clc1ccc(-c2cnn3c(-c4ccncc4)ccnc23)cc1	5%	8	0	2%	20%	-1	0.3	-11%	1.8
CCOC(=O)N1CCN(c2c(N3CCN(c4cccc(C(F)(F)F)c4)CC3)c(=O)c2=O)CC1	1%	-7	5	-9%	22%	5	-0.3	-10%	-0.5
Cc1ccccc1OCCC(=O)NNC(=O)c1ccccc1F	4%	.	0	-2%	15%	.	.	-13%	.
